eIF4E-4G inh – blocks eIF4E binding to eIF4G | P63073+Q04637 | TR-FRET eIF4E-eIF4GI(517-606) binding, 2 h | inhibition, % at 21.7 µM | actives 0.37% (n = 220,000);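 active means inhibition above about 30%, limit read from the data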;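 further: 0% = full FRET control wells and 100% = background wells lacking eIF4GI fragment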
Target sequence (P63073 whole entry, looked up, the tested form may be a part): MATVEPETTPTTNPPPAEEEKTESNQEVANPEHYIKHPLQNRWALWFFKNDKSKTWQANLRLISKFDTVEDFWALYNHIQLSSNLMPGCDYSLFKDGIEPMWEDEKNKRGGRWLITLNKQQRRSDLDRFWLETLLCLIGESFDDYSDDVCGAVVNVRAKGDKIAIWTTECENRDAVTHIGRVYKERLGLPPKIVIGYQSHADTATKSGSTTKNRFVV
Target sequence (Q04637 whole entry, looked up, the tested form may be a part): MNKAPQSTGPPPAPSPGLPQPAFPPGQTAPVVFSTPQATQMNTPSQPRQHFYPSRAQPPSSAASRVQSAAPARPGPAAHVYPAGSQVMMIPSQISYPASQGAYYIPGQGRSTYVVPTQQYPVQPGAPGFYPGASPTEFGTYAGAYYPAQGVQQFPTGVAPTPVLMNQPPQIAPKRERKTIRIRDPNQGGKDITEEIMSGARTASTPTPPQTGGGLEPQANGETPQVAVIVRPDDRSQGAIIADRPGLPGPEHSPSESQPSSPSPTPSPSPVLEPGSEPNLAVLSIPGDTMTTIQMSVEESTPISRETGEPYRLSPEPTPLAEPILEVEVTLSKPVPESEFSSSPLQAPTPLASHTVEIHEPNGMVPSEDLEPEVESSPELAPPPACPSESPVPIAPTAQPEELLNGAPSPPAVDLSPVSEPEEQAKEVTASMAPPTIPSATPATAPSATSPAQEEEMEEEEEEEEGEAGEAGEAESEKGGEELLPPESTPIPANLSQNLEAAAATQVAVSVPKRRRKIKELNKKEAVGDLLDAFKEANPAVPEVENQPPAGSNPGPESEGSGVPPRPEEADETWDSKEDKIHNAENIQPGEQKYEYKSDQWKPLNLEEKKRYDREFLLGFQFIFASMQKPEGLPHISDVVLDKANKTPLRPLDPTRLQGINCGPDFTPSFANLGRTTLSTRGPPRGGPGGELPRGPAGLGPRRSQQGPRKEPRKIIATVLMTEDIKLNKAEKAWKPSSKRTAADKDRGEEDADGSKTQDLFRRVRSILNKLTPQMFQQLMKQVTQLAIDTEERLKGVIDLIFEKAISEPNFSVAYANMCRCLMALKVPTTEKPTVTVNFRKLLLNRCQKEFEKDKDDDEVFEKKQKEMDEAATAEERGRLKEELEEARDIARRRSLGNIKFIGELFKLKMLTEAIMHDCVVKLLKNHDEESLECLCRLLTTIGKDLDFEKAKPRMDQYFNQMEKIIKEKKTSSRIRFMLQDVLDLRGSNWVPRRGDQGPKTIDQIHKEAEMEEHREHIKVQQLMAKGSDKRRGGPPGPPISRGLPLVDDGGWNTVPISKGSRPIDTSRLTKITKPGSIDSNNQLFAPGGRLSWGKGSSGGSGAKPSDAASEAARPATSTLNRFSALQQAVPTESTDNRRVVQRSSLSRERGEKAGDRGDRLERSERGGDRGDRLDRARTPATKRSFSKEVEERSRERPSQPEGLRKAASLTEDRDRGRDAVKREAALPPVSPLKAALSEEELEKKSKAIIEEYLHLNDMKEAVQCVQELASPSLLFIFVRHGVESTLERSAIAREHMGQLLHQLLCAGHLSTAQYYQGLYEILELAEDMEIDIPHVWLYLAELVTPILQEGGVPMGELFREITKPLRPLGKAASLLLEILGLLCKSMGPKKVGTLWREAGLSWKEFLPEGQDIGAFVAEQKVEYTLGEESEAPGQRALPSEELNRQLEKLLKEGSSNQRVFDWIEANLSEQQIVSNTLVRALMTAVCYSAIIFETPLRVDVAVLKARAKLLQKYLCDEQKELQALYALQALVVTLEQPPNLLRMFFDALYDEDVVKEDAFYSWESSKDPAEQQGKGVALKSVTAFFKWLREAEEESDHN
NPY Y1 blocker – NPY-Y1 (human) receptor antagonism | P25929 | HEK293-CNG Y1 cells, membrane potential fluorescence; NPY at EC95, then isoproterenol | inhibition, % at 3.6 µM | actives 1% (n = 200,000) | AID 1040;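 active means inhibition above the campaign mean inhibition of all tested compounds plus 3 SD, cut at about 20% in these data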;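 further: 0% = DMSO wells given NPY plus isoproterenol and 100% = isoproterenol alone without NPY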
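Test system – HEK293 Y1/CNG channel cell line · Also added – NPY agonist 25 nM, then isoproterenol 1 µM plus Ro 20-1724 25 µM · Compound dosing – one concentration, 3.6 µM, in 0.4% DMSO · Schedule – compound incubation 1 h at room temperature, readout 45 min post-stimulation · Technique – fluorescence, membrane potential probe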
S1P4 ag – activates the human S1P4 receptor. activation, % at 4.98 µM. O95977. actives 0.35% (n = 220,000). AID 1509. S1P4-expressing cell line, agonist reporter assay; in the data active means activation above about 11%;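 further: 0% = DMSO vehicle and 100% = reference agonist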
p97 inhibitor – inhibitors of human p97 ATPase; P55072; recombinant p97 ATPase, Kinase-Glo ATP luminescence, 3 h; inhibition, % at 8 µM; actives 0.42% (n = 220,000); in the data active means inhibition above about 15%;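 further: 0% = DMSO vehicle and 100% = wells lacking enzyme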
NPY1 pot ag – human NPY-Y1 potentiation or agonism, primary screen. P25929. actives 0.37% (n = 220,000). NPY-Y1 expressing cells, potentiator/agonist activation. activation, % at 3.6 µM; in the data active means activation above about 33%, passing the limit was not always enough;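 further: cells stimulated with NPY at EC10 then isoproterenol at EC100; 0% = low agonist plus stimulus and 100% = saturating agonist plus stimulus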
EP2 mod – modulators of human EP2 prostaglandin E2 receptor | AID 940 | P43116 | EP2-expressing cells, cAMP HTRF FRET, PGE2 co-stimulation | induction, % at 25 µM | actives 0.83% (n = 260,000);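 active means compounds whose cAMP rise, as percent of the full-agonist control response, exceeds 60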;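 further: rat C6 glioma line stably carrying human EP2 under a CMV promoter; the protocol text gives 20 µM as final concentration; 100% = response of wells given 1 µM PGE2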
S1P4 antagonist – human S1P4 receptor antagonism; S1P4-expressing cells, antagonist mode, reporter read-out; O95977; inhibition, % at 4.98 µM; actives 0.26% (n = 220,000); in the data active means inhibition above about 29%;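 further: 0% = wells stimulated with agonist and 100% = vehicle wells without agonist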
NPY2 pot ag – human NPY-Y2 potentiation or agonism, primary screen | cells expressing NPY-Y2, potentiator/agonist read-out | P49146 | actives 0.45% (n = 220,000) | activation, % at 3.6 µM; in the data active means activation above about 27%;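 further: cells stimulated with NPY near EC25 plus isoproterenol at EC100; 0% = vehicle plus submaximal agonist and 100% = vehicle plus saturating agonist; some results beyond the cut were filed as inactive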
PGE2 EP2 inh – blocks the human prostaglandin E2 receptor EP2 | P43116 | C6 glioma cells expressing human EP2, cAMP TR-FRET; cells stimulated with saturating PGE2 | inhibition, % at 25 µM | actives 0.52% (n = 260,000) | AID 1422;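 active means percent inhibition above 40 after rounding to a whole number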;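 further: rat C6 glioma host cells with rolipram phosphodiesterase inhibitor present; the protocol text gives 20 µM as final concentration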
Starred values were filed as active, the others as inactive; nt = not tested or not shown; & = joins results of further samples; [ ] = remark or other dose. Only part of the results is shown; count on the stated rates, not on these rows.

Value order – eIF4E-4G inh	NPY Y1 blocker	S1P4 ag	p97 inhibitor	NPY1 pot ag	EP2 mod	S1P4 antagonist	NPY2 pot ag	PGE2 EP2 inh
(1) O=C(CSc1ccsc1[N+](=O)[O-])N1CCN(c2ccc(Cl)cc2)CC1
    17	-6	0.5	5	-3	15	7	8	5
(2) COc1ccc2c(c1)c(C(=O)N/N=C/c1ccc(O)c(O)c1)c(C)n2C
    -2	8	0.0	-2	-16	-13	-22	3	5
(3) Cc1sc(NC(=O)Cn2nc(C(F)(F)F)cc2C)c(C(=O)OC(C)C)c1C
    31*	4	-1.1	-6	-12	47	6	-7	9
(4) O=C(N/N=C/c1ccc([N+](=O)[O-])s1)c1ccccc1
    -1	0	-1.3	-1	-3	-58	0	-8	2
(5) COC(=O)NCCOc1cc(C)ccc1C
    6	-2	0.5	2	-11	18	-19	5	5
(6) Cc1cc(C(=O)CN2CCC(C)CC2)c(C)n1-c1ccccc1F
    3	6	-1.4	-3	-13	0	-14	1	6
(7) COC1(OC)N=C(N)C2(C#N)C(c3ccc(C)cc3)C12C#N (stereo unspecified)
    -3[fluorescence artefact?]	-1	-0.2	4	-17	4	-5	-5	5
(8) Cc1c(C=O)c2ccccn2c1C(=O)c1ccncc1
    0	6	-3.0	2	29	-8	-1	0	6
(9) O=S(=O)(NC1CC1)c1ccc(S(=O)(=O)N2CCCc3ccccc32)cc1
    1	-3	1.7	-5	-8	-24	-11	-2	22
(10) Cc1ccc(S(=O)(=O)NC(C)C(=O)Nc2cccc([N+](=O)[O-])c2)cc1 (stereo unspecified)
    3	-7	-0.2	-4	2	-25	0	-10	9
(11) CCOC(=O)CSc1nc2sc3c(c2c(=O)[nH]1)CC(C)(CC)OC3 (stereo unspecified)
    -2	-2	2.1	-5	15	14	-9	13	7
(12) COc1ccc2cc(/C=N/NC(=O)CN(c3ccccc3C)S(=O)(=O)c3ccccc3)c(Cl)nc2c1
    -3	3	-0.3	7	-17	12	-17	10	9
(13) Cc1ccc(NC(=O)CN(C)C(=O)CSc2n[nH]c(N)n2)cc1
    -2	0	-2.3	2	-6	41	-12	-8	6
(14) Nc1[nH]n2c(=O)c3c(nc2c1N=Nc1ccc(Cl)cc1)CCCC3
    -8	5	-0.9	0	-12	64*	-5	11	11
(15) COc1ccc(NS(=O)(=O)c2cccc(C(=O)N/N=C/c3ccccn3)c2)cc1
    4	1	0.9	7	-4	-29	6	-5	2

Continued:
Value order – eIF4E-4G inh	NPY Y1 blocker	S1P4 ag	p97 inhibitor	NPY1 pot ag	EP2 mod	S1P4 antagonist	NPY2 pot ag	PGE2 EP2 inh
(16) CN1CCN(S(=O)(=O)c2ccc(N(C)CC(=O)Nc3ccc(F)cc3)nc2)CC1
    -2	-1	-0.2	3	3	14	9	1	11
(17) O=C(CN1CCN(S(=O)(=O)c2ccccc2)CC1)Nc1ccccc1C(=O)c1ccccc1
    1	7	0.9	-3	-19	44	-10	-10	4
(18) CCN(CC)CCCNC(CC(=O)Nc1cccc([N+](=O)[O-])c1)C(=O)O (stereo unspecified)
    3	-3	1.3	2	-1	39	-11	22	8
(19) Cc1ccc(C(=O)O)cc1N=Cc1cc(Br)cc(Br)c1O
    5[fluorescence artefact?]	4	0.8	3	13	17	-11	8	17
(20) CCN(c1ccccc1)S(=O)(=O)c1cc(C(=O)Nc2cccc(Cl)c2)ccc1F
    -4[fluorescence artefact?]	-2	2.5	2	11	-13	8	0	10
(21) COc1ccc(OC)c(Cc2nnc(CCC(=O)N3CCCCC3)o2)c1
    0	-2	1.6	5	12	25	-7	6	6
(22) Cc1cc(NC(=O)Nc2cccc(C(F)(F)F)c2)no1
    0	-3	1.5	-6	-10	-6	-6	2	14
(23) O=C(CN1C2=NCCN2c2ccccc21)N1CCOCC1
    0	4	-0.4	2	-7	21	-12	16	17
(24) Cc1cc(N/N=C/c2ccccc2F)nc(NCc2ccccc2)n1
    5	nt	-1.3	-2	-50	-44	6	-23	13
(25) CC(C)CNS(=O)(=O)c1ccccc1C(=O)N1CCCCC1
    -5	4	1.0	-6	2	-2	-16	3	6
(26) COc1cc(NC(=O)c2ccccc2F)c(OC)cc1NC(=O)CN1CCOCC1
    5	1	-0.6	-3	1	14	-14	-7	8
(27) COc1ccc(/C=N/NC(=O)c2cccc(Br)c2)cc1CN1CCOCC1
    3	nt	-0.6	5	8	-44	-4	-4	9
(28) Cc1csc(NC(=O)C2CCN(S(=O)(=O)c3ccccc3F)CC2)n1
    4	-4	0.2	3	7	-56	1	14	3
(29) Cc1ccccc1N1C(=O)C(Cl)=C(N2CCN(c3ccccc3)CC2)C1=O
    2	3	2.4	1	-1	-2	-8	-1	9
(30) O=C(N/N=C/c1cccs1)c1cccc2cc[nH]c12
    -1[fluorescence artefact?]	3	0.0	5	1	-6	-14	-4	12

Continuation:
Value order – eIF4E-4G inh	NPY Y1 blocker	S1P4 ag	p97 inhibitor	NPY1 pot ag	EP2 mod	S1P4 antagonist	NPY2 pot ag	PGE2 EP2 inh
(31) CCCN1C(=O)/C(=N\OCC(=O)NC23CC4CC(CC(C4)C2)C3)c2ccccc21
    3[fluorescence artefact?]	1	5.2	-2	-19	4	0	-8	4
(32) COc1ccc(O)c(/C=N/NC(=O)c2ccc(CSc3nc(C)cc(C)n3)cc2)c1
    0	-3	-0.1	3	-13	-21	-6	-3	8
(33) CCOc1cc(/C=N/N2C(=O)NC3(CCCCC3)C2=O)cc(Br)c1O
    3	2	1.7	-3	-21	15	-14	-18	6
(34) CC/C(=N\NC(=O)c1ccc(-c2ccccc2)cc1)C12CC3CC(CC(C3)C1)C2
    -1	12	-1.0	3	-60	-19	4	-17	8
(35) Cc1nc(NCc2cccnc2)c2c3c(sc2n1)CCCC3
    2	8	1.5	5	0	19	-11	2	4
(36) Cc1nc2ccsc2c(=O)n1-c1ccc(Cl)cc1
    -9[fluorescence artefact?]	8	-0.6	-4	-8	20	-21	-8	4
(37) CCS(=O)(=O)N1CCN(c2ccc(S(=O)(=O)N3CCOCC3)cc2)CC1
    1	8	-2.3	5	-2	4	-3	-3	9
(38) COc1ccc(-n2c(CNc3ccc(C)cc3)nnc2SCC(=O)Nc2nc(-c3ccccc3)cs2)cc1
    -21	2	-0.7	-2	-1	-6	-31	1	6
(39) Cc1cc(N2CCOCC2)nc2ccc(NC(=O)CCC(=O)N3CCCCC3)cc12
    14	-1	-1.5	5	8	8	-2	11	5
(40) O=C(CSC1=NCCN1)NC(c1ccccc1)c1ccccc1
    -1	-2	-0.3	3	-10	9	11	3	5
(41) COc1ccc(-n2c3c(cc(C(=O)NC4CCSC4=O)c2=O)C(=O)CC(C)(C)C3)cc1 (stereo unspecified)
    5	0	-0.3	3	7	-5	-5	13	11
(42) Cc1cc(NC(=O)c2cccc(C(=O)Nc3cc(C)on3)n2)no1
    -16	0	0.6	11	2	3	-14	4	5
(43) O=C(Nc1cccnc1)c1ccc(S(=O)(=O)c2ccccc2)cc1
    -4	1	0.5	0	-12	-11	-18	-6	20
(44) Cc1ccc(N2C(=O)c3cccc4cccc(c34)C2=O)cc1
    2	0	-1.5	1	17	29	0	-4	11
(45) Cc1ccc(C2(O)C(=O)c3ccccc3C2=O)c(O)c1C
    -2	nt	-3.0	10	3	3	6	-1	18

(listing goes on)
Value order – eIF4E-4G inh	NPY Y1 blocker	S1P4 ag	p97 inhibitor	NPY1 pot ag	EP2 mod	S1P4 antagonist	NPY2 pot ag	PGE2 EP2 inh
(46) CCN(CC)C(=O)c1ccc(S(=O)(=O)NCc2cccnc2)cc1
    4[fluorescence artefact?]	6	2.1	-3	-3	26	-14	-9	8
(47) Cc1ccc(C2CC(c3ccco3)=NN2S(C)(=O)=O)cc1 (stereo unspecified)
    -3[fluorescence artefact?]	3	1.1	2	-6	-12	-5	2	4
(48) CC(C)(C)C(=O)NC(=S)NNC(=O)C(c1ccccc1)c1ccccc1
    -8	9	0.7	3	-2	-59	-9	-11	6
(49) CCOC(=O)N1CCN(C(=O)c2ccc(OC)c(OC)c2)CC1
    2[fluorescence artefact?]	-4	1.2	-5	11	10	-15	-3	14
(50) CCc1cc(SC#N)cc(C)c1NC(=O)CCl
    -4	10	-0.3	-2	-4	-7	4	-6	9
(51) Cc1[nH]c2ccccc2c1C(=O)COC(=O)Cn1c(C)nc2ccccc21
    -2[fluorescence artefact?]	-1	-1.2	-2	3	-37	-11	10	15
(52) O=C(CN(Cc1ccc(F)cc1)C(=O)C1CSC(=O)C1)NC1CCCCC1 (stereo unspecified)
    -16	7	-0.2	2	2	10&20	-4	8	16&-2
(53) O=C1N(c2cccc(Cl)c2)C(c2ccccc2)N2CCCN12 (stereo unspecified)
    4[fluorescence artefact?]	2	3.1	6	-3	20	-16	14	9
(54) CCOc1ccc(NC(=O)CC2C(=O)N(c3cccc(OC)c3)C(=O)N2CCOC)cc1 (stereo unspecified)
    -2	nt	-0.8	2	10	-5	7	-7	4
(55) COc1ccccc1NC1=C(Cl)C(=O)N(C2CCCCC2)C1=O
    -4	14	-1.6	2	-9	4	9	-16	nt
(56) COc1ccc(OCc2ccc(C(=O)N3CCOCC3)cc2)cc1
    -1[fluorescence artefact?]	-1	-1.8	1	-20	-7	-30	-8	nt
(57) O=C(NCCc1c[nH]c2ccccc12)Nc1ccccc1
    -1	-2	0.2	3	-7	-51	-27	-12	14
(58) Cc1cc(-c2nnc3n2N=C(c2ccc(F)cc2)CS3)n[nH]1
    3	nt	0.8	1	1	-13	-2	2	11
(59) COc1ccccc1CNc1ccc(N2CCOCC2)c(C(=O)O)c1
    1	-2	-1.3	3	2	34	-18	-11	6
(60) O=S(=O)(c1ccc2ncn(O)c2c1)N1CCOCC1
    4	0	0.0	8	13	6	8	-1	2

Next part:
Value order – eIF4E-4G inh	NPY Y1 blocker	S1P4 ag	p97 inhibitor	NPY1 pot ag	EP2 mod	S1P4 antagonist	NPY2 pot ag	PGE2 EP2 inh
(61) CCn1c(C)c(P(=O)(N2CCOCC2)N2CCOCC2)c2ccccc21
    2	-7	-0.4	0	-14	24	9	-7	12
(62) CSc1ccccc1NC(=O)c1ccncc1
    -5	6	0.9	-5	-17	14	-21	-3	11
(63) COC(=O)c1ccc(N2CCS(=O)(=O)CC2)cc1
    -4	4	0.2	3	12	7	-16	1	6
(64) O=C(CNS(=O)(=O)c1ccc2ccccc2c1)OCC(=O)c1ccc(Br)s1
    -36	4	-2.1	-6	-5	24	-20	-17	15
(65) Cc1cc(NC(=O)CSc2nnc(-c3c[nH]c4ccccc34)n2-c2ccc(F)cc2)no1
    0	7	-0.5	0	-2	-13	9	-10	13

Source: PubChem
